PP5 inh – PP5 phosphatase inhibitors, primary screen, biochemical, fluorescence; Serine/threonine-protein phosphatase 5 (Homo sapiens), P53041; purified PP5c, OMFP substrate fluorescence; inhibition, % at 6.7 µM; 320,000 tested, 0.18% active; AID 1987, 2009;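 active = inhibition above the campaign's mean inhibition across all tested compounds plus 3 SD, cut at about 9.5% in these data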;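 note: 0% = DMSO only and 100% = 100 µM cantharidin control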
Target sequence (P53041 whole entry, looked up): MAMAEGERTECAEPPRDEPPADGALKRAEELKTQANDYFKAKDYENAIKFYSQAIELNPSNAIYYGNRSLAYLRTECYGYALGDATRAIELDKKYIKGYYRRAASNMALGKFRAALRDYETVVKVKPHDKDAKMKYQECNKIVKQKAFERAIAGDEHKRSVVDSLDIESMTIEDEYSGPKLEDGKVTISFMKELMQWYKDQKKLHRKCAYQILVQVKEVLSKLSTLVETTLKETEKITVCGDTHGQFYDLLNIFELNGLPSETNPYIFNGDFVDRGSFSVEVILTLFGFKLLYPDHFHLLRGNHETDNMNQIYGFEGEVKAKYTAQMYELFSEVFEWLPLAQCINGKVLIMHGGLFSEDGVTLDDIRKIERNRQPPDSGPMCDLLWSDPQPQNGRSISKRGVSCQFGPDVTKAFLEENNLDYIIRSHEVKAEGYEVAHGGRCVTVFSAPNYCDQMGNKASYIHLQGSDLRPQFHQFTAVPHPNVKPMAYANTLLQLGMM
CTSL1 counter – Fasciola hepatica cathepsin L1 inhibitors, primary screen, counter-screen for PFM18AAP inhibitor project, biochemical, QFRET, fluorogenic peptide substrate; recombinant F. hepatica cathepsin L1, Z-Leu-Arg-MCA fluorescence; inhibition, % at 5.96 µM; 300,000 tested, 0.49% active; AID 1906, 2009;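 active = inhibition above the mean of all tested compounds plus 3 SD, set per screening campaign, cut at about 17% in these data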;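 note: 0% = plate median of test compound wells and 100% = 1 µM Z-Phe-Ala-diazomethylketone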
TPT1 inhibitor – Candida albicans TPT1 enzyme inhibitors, primary screen, biochemical, fluorescence polarization. tRNA 2'-phosphotransferase TPT1 (Candida albicans SC5314). recombinant caTPT1, FP RNA substrate dephosphorylation. inhibition, % at 5 µM. 300,000 tested, 0.81% active. AID 1962, 2009;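 active = inhibition above the mean of all tested compounds plus 3 SD, set per screening campaign, cut at about 24% in these data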;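 note: plate controls were DMSO alone for no effect and ferristatin control at 100 nM for full effect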
PREPL inh – PREPL enzyme inhibitors, primary screen, biochemical, fluorescence polarization | 320,000 tested, 0.68% active | inhibition, % at 5.96 µM | AID 2751, 2010 | recombinant PREPL, fluorescence polarization activity-based probe | Prolyl endopeptidase-like (Homo sapiens), Q4J6C6; in the data active = inhibition above about 43%;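 note: 0% = enzyme with DMSO and 100% = wells lacking enzyme; many of its hits are not listed in these tables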
ZTA DNA inh – blocks Epstein-Barr virus ZTA, an EBNA-1 counter-screen; P03206; ZTA-DNA binding, fluorescence polarization; inhibition, % at 11 µM; 320,000 tested, 0.15% active; AID 2234; in the data active = inhibition above about 33%
Target sequence (P03206 whole entry, looked up): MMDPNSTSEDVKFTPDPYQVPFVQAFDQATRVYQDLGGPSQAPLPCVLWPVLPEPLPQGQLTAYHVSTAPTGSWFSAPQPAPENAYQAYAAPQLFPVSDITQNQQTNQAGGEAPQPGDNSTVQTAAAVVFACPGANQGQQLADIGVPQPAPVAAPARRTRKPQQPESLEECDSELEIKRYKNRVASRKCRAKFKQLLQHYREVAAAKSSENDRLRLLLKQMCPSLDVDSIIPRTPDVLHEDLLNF
HCV core dimer – inhibitors of HCV core protein dimerization, primary screen, biochemical, TR-FRET, high-throughput. TR-FRET GST/Flag-core106 dimerization, 1536-well. AID 1899, 2009. inhibition, % at 5 µM. 300,000 tested, 0.33% active;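 active = inhibition above the mean of all tested compounds plus 3 SD, set per screening campaign, cut at about 45% in these data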
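assay system = GST-tagged and Flag-tagged HCV core protein residues 1-106 | controls = unlabelled core106 and no-GST-core106 wells | incubation = compound-protein-antibody incubation 4 h at 22.5 °C | probe or stimulus = Eu donor and XL665 acceptor anti-tag antibodies | read-out = % inhibition based on acceptor/donor emission ratio | signal = TR-FRET 671 and 617 nm emission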
EBNA-1 inhibitor – EBNA-1 DNA-binding inhibitors, primary screen, biochemical, fluorescence polarization; inhibition, % at 14.8 µM; 300,000 tested, 0.34% active; in the data active = inhibition above about 28%
PP1 inh – PP1-alpha phosphatase inhibitors, primary screen, counter-screen for PP5 inhibitor project, biochemical, fluorescence, OMFP substrate, single point; Serine/threonine-protein phosphatase PP1-alpha catalytic subunit (Homo sapiens), P62136; purified PP1alpha; inhibition, % at 6.7 µM; 320,000 tested, 0.9% active; AID 2235, 2010;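 active = inhibition above the mean inhibition of all tested compounds plus 3 SD, computed separately for each screening campaign, cut at about 15% in these data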
Target sequence (P62136 whole entry, looked up): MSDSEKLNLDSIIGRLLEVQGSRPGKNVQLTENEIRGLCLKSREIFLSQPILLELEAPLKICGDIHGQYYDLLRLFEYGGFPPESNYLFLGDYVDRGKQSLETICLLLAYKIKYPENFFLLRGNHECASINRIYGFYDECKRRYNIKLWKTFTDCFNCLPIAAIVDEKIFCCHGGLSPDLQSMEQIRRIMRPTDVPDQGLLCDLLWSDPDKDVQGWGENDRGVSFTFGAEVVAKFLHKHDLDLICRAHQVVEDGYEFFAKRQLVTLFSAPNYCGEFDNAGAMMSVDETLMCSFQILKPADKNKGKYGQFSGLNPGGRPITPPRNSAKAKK
Efflux pump mplx – inhibitors of Candida efflux pumps in yeast, primary screen, S. cerevisiae, Nile Red, multiplex; 330,000 tested, 0.44% active; AID 485275, 2010; S. cerevisiae Candida pump triplex; inhibition, % at 10 µM;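 active = plate passing quality check with inhibition over a set limit, or well fluorescence over plate mean plus 4 SD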;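 note: Nile Red retained in pooled yeast measured as flow cytometry median fluorescence; 0% = buffer negative control and 100% = Enniatin B positive control; higher means more Nile Red kept so more efflux inhibition; some compounds called inactive have numbers as strong as hits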
* hit, by the source's call; nt = not tested or not shown.

Below each SMILES: PP5 inh	CTSL1 counter	TPT1 inhibitor	PREPL inh	ZTA DNA inh	HCV core dimer	EBNA-1 inhibitor	PP1 inh	Efflux pump mplx
Cc1ccc2nsnc2c1NC(=O)c1ccc([N+](=O)[O-])cc1
 : 0.5	0	0	3	10	4	7	-3	0.1
Cc1cc2oc(=O)c3c(c2cc1OC(=O)c1ccco1)CCCC3
 : 5.1	-7	1	7	-1	6	3	-1	-0.1
Clc1ccc(CSc2ncn[nH]2)cc1
 : 0.1	-2	-4	11	-7	-2	0	-2	-0.2
O=C1OC(c2ccccc2)=N/C1=C\C=C\c1ccco1
 : -2.0	10	-2	4	5	1	8	-1	-0.1
COc1ccc(NC(=O)CSc2nc(O)cc(=O)[nH]2)c(OC)c1
 : -0.5	0	0	-3	-3	0	1	-2	-0.1
COc1ccc2c(c1)c(CC(=O)OC(C)C(=O)N(C)C)c(C)n2C(=O)c1ccc(Cl)cc1 (centres undefined)
 : 1.3	0	-2	2	-2	1	17	-1	0.3
O=c1c2c(n3nnnc3n1Cc1ccccc1)-c1ccccc1CC21CCCC1
 : 3.1	-3	0	19	3	9	-11	0	0.3
COc1ccc(-c2nnc(SCc3cccc(C)c3)n2N)cc1
 : -0.5	-6	-4	-4	-6	1	-2	0	0.1
Cc1cc(CC(=O)O)n(C)c1C(=O)c1ccc(Cl)cc1
 : -0.5	nt	nt	11	0	nt	nt	-1	0.1
O=[N+]([O-])c1ccccc1S(=O)(=O)NCCC1=CCCCC1
 : 4.2	1	0	-4	3	-1	3	2	0.2
CCOc1ccc2nc(SCC(=O)NNC(=O)c3ccco3)c(C)cc2c1
 : 3.0	-3	1	-28	7	2	57*	-2	0.0
CCOC(=O)c1cc(S(=O)(=O)Nc2ccc(OC)cc2OC)cn1C
 : 0.1	-4	-4	21	5	-4	-1	-2	0.0
O=C(Cn1nnc2ccccc21)OCC(=O)c1ccc(Cl)cc1
 : -1.0	2	-1	5	-4	-3	-10	-2	-0.1
Cc1cc(Br)ccc1NC(=O)CN1C(=O)C2CC=CCC2C1=O (centres undefined)
 : 1.9	nt	nt	10	-8	nt	nt	0	0.1
COc1ccc(C(CNC(=O)c2ccc(N3CCCC3=O)cc2)N(C)C)cc1 (centres undefined)
 : 0.6	5	-1	12	10	2	12	0	0.0
O=C(/C=C\c1ccco1)c1ccc(NC(=O)c2ccco2)cc1
 : 1.8	6	6	-2	2	57*	-9	3	-0.2
COc1ccc2[nH]c(=O)c(CN(Cc3cccs3)Cc3nnnn3Cc3ccccc3)cc2c1
 : 3.1	3	-10	18	13	9	1	9	0.3
O=C(Nc1cc(S(=O)(=O)N2CCOCC2)ccc1N1CCOCC1)c1ccc(S(=O)(=O)N2CCCCC2)cc1
 : 1.0	-7	-1	16	-5	14	-11	-2	0.2
Cn1nnnc1SCC(=O)N1CCc2ccccc21
 : -0.3	-3	-3	11	-27	-5	-8	1	0.2
Cc1ccc(N2C(=O)c3ccc(N)cc3C2=O)cc1C
 : 1.4	1	-13	11	-6	-4	-8	0	-0.1
Cc1ccc(C(=O)CNc2cc(C)ccc2C)cc1
 : -2.3	3	1	11	-5	2	-12	2	0.3
CCc1cccc(C)c1NC(=O)C1CCN(c2nn3c(=O)cc(C)nc3s2)CC1
 : -0.4	2	-2	16	5	-5	-7	-4	0.1
O=C(N/N=C\c1cc(Br)cs1)C1COc2ccccc2O1 (centres undefined)
 : 2.6	-1	-2	-2	8	1	-8	-2	0.0
CCOc1ccc(C(=O)NNC(=O)C2CC(=O)N(c3ccc(C)cc3)C2)cc1 (centres undefined)
 : -1.3	-5	0	16	-10	1	-6	-4	0.1
CCOC(=O)Cc1csc(NC(=O)c2cccc(OC)c2)n1
 : 0.3	6	-3	1	5	-4	2	-2	0.0
CC(CC(=O)N(C)c1c(N)n(Cc2ccccc2)c(=O)[nH]c1=O)c1ccccc1 (centres undefined)
 : 1.8	5	-1	10	-1	0	4	-1	0.0
CCCNC(=O)Cn1cc(S(=O)(=O)N2CCCC2)c(S(=O)(=O)N2CCCC2)c1
 : 1.6	-2	-1	-12	-10	4	3	-3	0.2
CCOC(=O)C(C(=O)OCC)C(=O)c1cc(OC)c(OC)c(OC)c1
 : 1.4	-2	1	-3	-11	-6	9	-2	-0.1
O=C(NCCN1CCOCC1)c1csc2c1CCCCC2
 : -0.1	4	-3	5	14	9	10	-3	0.0
Cc1ccc(S(=O)(=O)N2CCN(C(=O)COC(=O)c3ccc(C(C)(C)C)cc3)CC2)c(C)c1
 : 2.8	0	0	-2	-2	18	4	2	0.1
CCN1CCCC1CNC(=O)C(=O)Nc1ccccc1 (centres undefined)
 : -2.2	-1	1	2	16	3	10	-7	0.0
Cc1[nH]n(-c2ccccc2)c(=O)c1C=Nc1ccc(S(=O)(=O)NC(N)=O)cc1
 : 0.1	2	-2	4	-8	-2	2	0	-0.1
COc1ccc(-c2nn(C)c(=O)c3ccccc23)cc1NC(=O)Cn1nc(-c2ccccc2)c2ccccc2c1=O
 : 2.6	1	1	-24	1	37	-18	24*	0.4
CC1=C(C)/C(=N/OC(=O)c2cccc([N+](=O)[O-])c2)C=CC1=O
 : 1.9	17*	-4	-5	-10	-18	8	2	-0.1
O=C(/C=C/c1ccccc1)Nc1ccc2c(c1)C(=O)NC2=O
 : 1.6	8	1	-3	5	0	3	-2	0.0
COc1ccc2nc(SCc3ccccc3C)nc(C)c2c1
 : 1.8	-1	-2	3	-2	2	-7	0	0.1
CCOC(=O)C1(Cc2cccc(F)c2)CCN(C(=O)C2CCOCC2)CC1
 : 0.5	0	0	16	6	4	-5	0	-0.1
O=C(NCCCCl)C1CC(=O)N(CCc2ccc(F)cc2)C1 (centres undefined)
 : 2.5	1	1	-3	10	3	9	-1	-0.3
Cc1ccc([N+](=O)[O-])cc1Nc1nc(N2CCCC2)nc(N2CCCC2)n1
 : 2.0	-9	2	18	11	4	4	3	0.6
O=C(Cn1nnc(-c2ccc(Cl)cc2)n1)NCC1CCCCC1
 : -1.1	4	0	-1	-5	0	-5	-2	0.0
Cn1c(COc2ccc(Cl)cc2)nnc1SCC(=O)Nc1ccc2c(c1)CCC2
 : -0.8	0	2	-2	2	7	0	-1	0.0
CC1CCN(C(=O)COc2ccc(S(=O)(=O)N3CCOCC3)cc2)CC1
 : 3.3	-5	1	-15	1	3	-13	-10	0.2
CCCCNS(=O)(=O)c1ccc2c(c1)oc(=O)n2CC(=O)OCC
 : 2.5	2	2	1	4	-2	-8	-2	0.0
CC(C)(C)N1C(=O)[C@H]2[C@@H](c3ccc(Br)cc3)N3C(=O)N(c4ccc(Br)cc4)C(=O)[C@@]3(Cc3ccccc3)[C@H]2C1=O
 : 3.5	-5	-5	-7	-6	24	-3	4	0.0
CCOC(=O)c1c(NC(=O)CSc2ncn[nH]2)sc(C(=O)NC)c1C
 : 2.6	1	2	8	6	-10	3	0	0.2
CCC(CC)C(=O)c1c[nH]c(C(=O)NCCOC)c1
 : -0.1	-3	0	8	-12	-4	-8	-2	0.0
O=C(CSc1nc(=O)n(CCCN2CCOCC2)c2c1CCCC2)Nc1ccc(F)cc1F
 : -1.8	2	-2	8	12	-5	3	-2	-0.1
COc1ccc(C(C)NC(=O)c2ccc([N+](=O)[O-])cc2)cc1OC (centres undefined)
 : 0.6	0	1	3	-12	-1	12	1	-0.2
COc1ccc(/C=N/NC(=O)CCC(=O)Nc2ccc(F)cc2)c(OC)c1
 : -0.2	4	0	4	1	3	3	1	0.0
O=C(Nc1ccc2ccccc2n1)c1ccccc1
 : -2.7	2	-3	6	8	7	4	-2	0.0

(list continues)
Below each SMILES: PP5 inh	CTSL1 counter	TPT1 inhibitor	PREPL inh	ZTA DNA inh	HCV core dimer	EBNA-1 inhibitor	PP1 inh	Efflux pump mplx
CN(C)C1=NCCN1CCc1ccc(F)cc1
 : 0.1	-1	0	-2	-4	6	-5	-4	0.0
CCOC(=O)c1nnn(-c2nonc2N)c1CNc1ccccc1
 : 2.5	-2	1	0	1	-4	-3	0	0.0
COc1cc(-c2cc(C(=O)O)c3cc4c(cc3n2)OCCO4)cc(OC)c1OC
 : -2.9	7	0	5	-3	0	7	-2	-0.1
Cc1ccc(C(=O)Cc2cc3ccccc3oc2=O)c(C)c1
 : 1.3	6	0	13	-5	7	6	-3	-0.4
COCC(C)NC(=O)CSc1nc2ccccc2n1CCc1ccccc1 (centres undefined)
 : 4.4	-10	-1	-3	-22	-5	-12	-1	0.1
CC(C)(C)N(Cc1ccccc1)C(=O)COC(=O)c1ccc(Br)o1
 : 2.0	nt	nt	-2	0	nt	nt	0	-0.1
COC(=O)c1sc2nc3c(c(-c4cccs4)c2c1N)CCCC3
 : 0.1	3	2	14	-5	-20	-5	0	-0.4
O=C(c1ccco1)N1CCN(C(=O)c2[nH]ncc2[N+](=O)[O-])CC1
 : 2.0	-1	-1	1	0	3	-15	-5	0.0
O=C(Nc1ccnn1C1CCN(Cc2ccc(CO)o2)CC1)c1ccc2c(c1)OCO2
 : 1.2	0	3	2	-30	-2	3	-3	-0.3
Cc1c(O)ccc(C(=O)CN2CCN(Cc3ccccc3)CC2)c1O
 : -0.4	-4	2	7	9	0	-7	-2	-0.1
Cc1c(Cl)c([N+](=O)[O-])nn1CC(=O)NCc1ccc(Cl)cc1
 : 0.2	1	-2	3	3	2	16	-3	-0.2
CN(CC(=O)Nc1cccc(F)c1)C(=O)CN1C(=O)NC2(CCCCC2)C1=O
 : 0.1	13	-2	11	-6	1	2	-10	-0.2
Cn1c(/C=N/c2nc3ccccc3[nH]2)nc2ccccc21
 : -0.3	-1	-2	-1	14	2	3	5	-0.2
O=C(CC(NS(=O)(=O)c1ccc(Cl)cc1)c1ccco1)N1CCc2ccccc21 (centres undefined)
 : 1.1	2	0	-2	0	0	-6	1	-0.2
CC(=O)c1c(C)oc2ccc(N(C(C)=O)S(=O)(=O)c3cccc4cccnc34)cc12
 : -1.1	-8	1	-6	8	1	-1	-1	0.0
COc1ccc(OC)c(NC(=O)Cc2ccc(NC3=NC4CS(=O)(=O)CC4S3)cc2)c1 (centres undefined)
 : 1.1	-2	-2	12	14	1	-13	-5	0.0
COc1ccc(-c2noc(C3CCCN(C(=O)c4ccc(C)cc4)C3)n2)cc1 (centres undefined)
 : -0.7	0	1	-31	-5	3	2	-1	0.1
CCCCn1c(SCC(=O)c2ccc3c(c2)OCCO3)nnc1-c1ccco1
 : 0.1	-8	3	-5	-5	7	1	-2	0.0
CCOc1ccc(Oc2nc(C)cc(OC)n2)nn1
 : -3.0	-5	-2	1	20	-14	1	0	0.0
CCCCCCCCCC(=O)N1c2ccccc2NC(=O)C1CC(=O)Nc1ccc(C(=O)O)cc1 (centres undefined)
 : 2.4	5	-1	-79	20	21	-9	5	0.1
O=C(NCc1ccccc1)c1ccc2c(=O)[nH]c3c(C(=O)NCC4CCCO4)sc(=S)n3c2c1 (centres undefined)
 : 1.1	4	8	44*	-4	0	2	-2	-0.3

Screens (PubChem)

These rows are one share of the data; the hit share may differ from the screen's.
